Compound activity from PubChem.
PhoP inhibition: inhibitors of PhoP regulon expression, primary screen, Salmonella Typhimurium, GFP reporter (AID 1863). S. Typhimurium PhoP-regulated promoter GFP reporter, 4 h; higher % means a stronger effect. inhibition, % at 50 µM, or IC50 in µM where a hit was titrated. 0.16% of 300,000 active;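 active = inhibition over 29.93%, a cutoff 3 SD above the screen mean, later confirmed by dose response; inconclusive = inhibition over 29.93% but no dose response follow-up; inactive = inhibition at most 29.93% or unconfirmed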;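 note: 0% = low Mg2+ inducing control and 100% = high Mg2+ repressing control; strong numbers were not always called active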
GPR55 beta-arrestin: GPR55 agonists via beta-arrestin recruitment, primary screen, imaging, U2OS cells, beta-arrestin-GFP redistribution (AID 1961). U2OS GPR55 beta-arrestin-GFP redistribution imaging; higher % means a stronger effect. one-dose activation, % at 10 µM; EC50 in µM for titrated hits. 0.048% of 290,000 active;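 active = activation above 40% with more than 50 cells counted in the well; inconclusive = wells holding fewer than 50 cells, flagged as toxic or sparse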;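 note: U2OS osteosarcoma cells stably expressing GPR55 and beta-arrestin-GFP; plate controls were DMSO negative control for no effect and LPI positive control for full effect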
West Nile virus CPE: inhibition of WNV-induced cytopathic effect – cell-based, CPE readout (AID 1621); 0.02% of 290,000 active; West Nile virus-infected cells, CPE inhibition; higher % means a stronger effect; one-dose CPE inhibition, % at 10 µM; IC50 in µM for titrated hits; in the data active = a potency from the dose series; inconclusive = CPE inhibition mostly from about 3.7% at the one dose, without a potency; inactive = the rest, 99 in 100 with CPE inhibition below about 2.2%; note: strong numbers were not always called active
NTR1 agonist: NTR1-driven beta-arrestin-GFP spot formation – imaging, U2OS cells, high content, primary screen (AID 493036) | P30989 | agonist mode | activation, % at 20 µM | 0.17% of 330,000 active;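 active = activation at or above 40% of the spot to cytoplasm intensity ratio, with at least 20 cells analyzed; inconclusive = wells under 20 cells, flagged as cytotoxic or low count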;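 note: 0% = DMSO without peptide and 100% = 100 nM NTR1 peptide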
Target sequence (P30989 whole entry, looked up): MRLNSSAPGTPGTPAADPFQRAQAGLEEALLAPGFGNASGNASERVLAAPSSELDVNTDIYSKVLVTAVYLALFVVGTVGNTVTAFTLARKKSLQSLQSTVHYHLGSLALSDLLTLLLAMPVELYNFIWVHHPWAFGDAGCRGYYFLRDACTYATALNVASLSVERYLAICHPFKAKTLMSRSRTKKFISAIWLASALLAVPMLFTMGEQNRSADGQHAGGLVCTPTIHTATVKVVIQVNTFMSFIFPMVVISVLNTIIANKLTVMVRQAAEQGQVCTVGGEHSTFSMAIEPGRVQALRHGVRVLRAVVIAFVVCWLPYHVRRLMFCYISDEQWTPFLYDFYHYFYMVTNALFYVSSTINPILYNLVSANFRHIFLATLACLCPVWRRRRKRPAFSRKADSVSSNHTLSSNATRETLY
KOR beta-arrestin-1: kappa opioid receptor activators – cell-based, luminescence, uHTS, primary screen (AID 1777). KOR beta-arrestin recruitment, luminescence; higher % means a stronger effect. one-dose activation, % at 10 µM; EC50 in µM for titrated hits. 0.02% of 280,000 active; in the data active = activation above about 50%, passing the limit was not always enough; note: a part of the inactive calls stands beside numbers as strong as those of hits
GPR35 arrestin U2OS: inhibition of zaprinast-stimulated GPR35 beta-arrestin translocation – imaging, U2OS, beta-arrestin-GFP, zaprinast agonist, primary screen (AID 2058); U2OS GPR35 beta-arrestin-GFP translocation imaging, zaprinast antagonism; higher % means a stronger effect; one-dose inhibition, % at 10 µM; IC50 in µM for titrated hits; 0.052% of 290,000 active;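 active = inhibition of at least 50% with at least 30 cells and total cytoplasm GFP at most 10,000,000; inconclusive = under 30 cells or total GFP of 10,000,000 plus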
T cell HTS: T cell immune modulators affecting CD8 T cell-vesicle binding. 2C CD8+ T cell-vesicle binding, flow cytometry; hits give low values. 0.068% of 330,000 active. AID 2052. calls only at 7 µM;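 active = response, share of CD8 T cells binding vesicles, and their 90th percentile fluorescence all below set limits, cut at about 80% in these data, passing the limit was not always enough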
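Material: murine 2C transgenic CD8+ T lymphocytes / Also added: QL9-peptide-loaded Drosophila micro-vesicles bearing Ld, ICAM-1 and B7-1 / Schedule: binding step 1.5 h, 37 °C, antibody labelling 20 min, ice / Signal: flow cytometry, PE anti-B7-1 (FL2) versus Alexa647 anti-CD8 (FL8), PFA-fixed / Evaluation: percent CD8+ FL2 mean versus row control / Benchmarks: naked versus QL9-loaded vesicles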
GPR55 antagonists: GPR55 antagonists blocking LPI-driven arrestin recruitment, primary screen, imaging, U2OS, beta-arrestin-GFP, LPI agonist (AID 2013); U2OS GPR55 beta-arrestin-GFP translocation imaging, LPI antagonism; higher % means a stronger effect; one-dose inhibition, % at 10 µM; IC50 in µM for titrated hits; 0.13% of 290,000 active;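 active = spots per cell inhibited over 60%, with over 100 cells counted and total cytoplasm intensity under 500,000; inconclusive = wells with under 100 cells, flagged as likely toxic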;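 note: U2OS cells stably carrying GPR55 and arrestin-GFP stimulated by 5 µM LPI near EC80; imaged beta-arrestin-GFP aggregate spots per cell after agonist stimulation; plate controls were LPI-stimulated DMSO wells for no effect and DMSO wells without LPI for full effect; some results filed as inactive read as strong as hits; confirmed hits need IC50 under 10 µM and bright autofluorescent wells are also inconclusive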
KOR beta-arrestin-2: kappa opioid receptor blockers – cell-based, luminescence, uHTS (AID 1778); KOR beta-arrestin recruitment, luminescence, antagonist mode; higher % means a stronger effect; one-dose inhibition, % at 10 µM; IC50 in µM for titrated hits; 0.091% of 290,000 active; in the data active = inhibition above about 50%; note: strong numbers were not always called active
T cell HTS vesicle-bound %: further read-out of T cell HTS, marked with its call; double positive events, %; measured here: CD8+ vesicle-bound cell fraction;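 binding gate set so that unloaded-vesicle control wells show 10% double positive cells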
NTR1 agonist cell count 20 µM: second read-out of NTR1 agonist, no call of its own (marks repeat the call); cell count; measured here: cell count, cytotoxicity flag
* = called active by the depositor; i = inactive; ? = inconclusive; · = not tested or not shown; [ ] = dose if it differs, or a comment. Not a hit list (roughly 0.62% active in at least one column).

SMILES	PhoP inhibition	GPR55 beta-arrestin	West Nile virus CPE	NTR1 agonist	NTR1 agonist cell count 20 µM	KOR beta-arrestin-1	GPR35 arrestin U2OS	T cell HTS	T cell HTS vesicle-bound %	GPR55 antagonists	KOR beta-arrestin-2
CC(C)CCNC(=O)COC(=O)c1cc(Br)c(Br)s1	-2%	0.0%	0.8%	1.9	58	0.4%	-3%	i	24	-10%	-1%
COc1ccc(-c2cn3cccnc3n2)cc1NC(=O)C1CCCC1	-2%	-0.2%	1.3%	-0.4	89	-1.6%	6%	i	36	13%	-9%
O=C(NC1CCC(O)CC1)c1ccccc1OCc1ccc(F)cc1 (stereo unspecified)	-5%	0.2%	-0.3%	-0.5	63	-3.2%	7%	i	54	19%	30%
Cc1ccc(N2CC(C(=O)NCc3cccnc3)CC2=O)cc1 (stereo unspecified)	4%	-0.1%	0.7%	0.5	52	-6.0%	10%	i	20	9%	45%
O=C(N/N=C\c1c(O)ccc2ccccc12)c1cncc(Br)c1	-14%	1.5%	?	3.4	67	-1.4%	-15%	i	18	2%	-32%
Cc1sc(NC(=O)CN(Cc2ccccc2)C(=O)C(C)C)c(C(N)=O)c1C	-12%	0.2%	-2.1%	-0.8	77	-2.2%	-8%	i	62	2%	10%
COc1ccc(OC)c(C(C)NC=O)c1 (stereo unspecified)	-12%	-0.1%	0.2%	1.1	62	-4.1%	-9%	i	8	4%	23%
C=CCn1c(SCc2c(Cl)cccc2Cl)nnc1-c1cccnc1	1%	0.0%	0.2%	5.7	76	0.6%	-13%	i	54	15%	29%
Cc1nc(N2CCN(C(=O)c3ccc(Cl)cc3)CC2)c(C#N)c2c1COC(C)(C)C2	7%	0.5%	-0.2%	6.5	70	-2.2%	-16%	i	51	16%	13%
Cc1ccc(NC(=S)NNC(=O)c2nn(C)cc2Cl)cc1	-4%	-0.1%	0.3%	-4.3	15	3.8%	6%	i	18	22%	-19%
O=C(Nc1ccc2c(c1)CCC2)Nc1ccc2c(c1)OCO2	-5%	-0.4%	0.4%	-1.2	75	1.4%	-2%	i	43	0%	-38%
CN1CCC(=NNC(=O)CSc2ccc(Cl)cc2)CC1	-2%	-0.1%	-0.1%	-0.2	98	-2.1%	-14%	i	38	0%	-34%
COC(=O)c1ccc(C(=O)O)nc1	-6%	-0.3%	0.8%	0.4	40	6.4%	4%	i	44	-10%	17%
O=C(CCc1ccc(S(=O)(=O)NCCc2ccccc2)cc1)N1CCN(Cc2ccc3c(c2)OCO3)CC1	11%	-0.1%	-0.4%	2.0	86	-1.0%	-6%	i	42	13%	-5%
CC1CN(S(=O)(=O)c2cccc(-c3csc(-c4ccccc4)n3)c2)CC(C)O1 (stereo unspecified)	2%	-0.1%	0.3%	6.2	58	-0.5%	3%	i	39	6%	25%
COc1cccc(CC(=O)OCC(=O)N2CCN(c3ccc(F)cc3)CC2)c1	-5%	-0.2%	-0.2%	1.2	60	-0.7%	-4%	i	40	2%	-34%
COc1ccc(CCC(=O)NCCc2cn3c(C)csc3n2)cc1	-5%	0.2%	0.3%	2.6	77	-0.3%	-3%	i	9	6%	-30%
CCOC(=O)CSc1ncccn1	-15%	-0.3%	0.3%	-1.6	80	-7.4%	-17%	i	50	6%	-23%
CC1CC1C(=O)OCC(=O)NCc1ccccc1Cl (stereo unspecified)	10%	0.0%	0.1%	-2.5	91	0.6%	-12%	i	52	24%	31%
Cc1ccc(-c2nc(CN3CCN(c4cnccn4)CC3)c(C)o2)o1	-6%	-0.1%	0.2%	-1.1	46	·	17%	i	36	3%	4%[20 µM]
O=c1nc(/C=C/c2ccccc2C(F)(F)F)cc(C(F)(F)F)[nH]1	-18%	-0.2%	0.2%	1.7	70	-3.1%	24%	i	58	8%	34%
O=C1CCCN1CC(O)CS(=O)(=O)c1ccccc1 (stereo unspecified)	11%	0.3%	-0.1%	-4.8	84	6.3%	15%	i	48	-13%	-25%
COCC(=O)Nc1cccc2ccccc12	13%	-0.1%	0.1%	0.6	65	3.3%	4%	i	50	-1%	6%
CCc1nnc(NC(=O)c2ccc(Br)c(S(=O)(=O)N3CCOCC3)c2)s1	0%	-0.1%	-0.3%	0.1	61	1.2%	7%	i	30	-2%	6%
NS(=O)(=O)c1ccc(CCNC(=O)C(=O)NCC2OCCN2S(=O)(=O)c2ccc(F)cc2)cc1 (stereo unspecified)	8%	0.2%	1.5%	1.1	51	-5.1%	-2%	i	25	-4%	-12%
CC1CCCCN1C(=O)CSc1nnc(-c2ccc(Cl)s2)o1 (stereo unspecified)	-10%	-0.3%	-0.6%	0.5	61	6.4%	-9%	i	51	1%	7%
C=CCn1c(SCC(=O)O)nc2sc(CC)cc2c1=O	-4%	-0.2%	0.8%	-1.1	37	0.4%	2%	i	57	-3%	-24%
O=C(Nc1ccc(NC(=O)c2ccccc2O)cc1)Nc1ccc(F)cc1F	-15%	-0.2%	0.2%	0.1	56	-0.3%	8%	i	25	5%	-2%
Cc1ccccc1-n1c(=O)cc(N2CCc3ccccc32)[nH]c1=O	3%	0.4%	-0.1%	0.6	73	-2.1%	-8%	i	44	-10%	-58%
CCC(C)NC(=O)CN(c1cc(Cl)ccc1OC)S(C)(=O)=O (stereo unspecified)	-2%	-0.1%	-0.4%	0.8	41	1.5%	15%	i	57	8%	-7%
O=C(Nc1ccccc1N1CCCCC1)c1ccco1	16%	0.5%	-0.2%	-0.1	39	0.9%	13%	i	9	46%	18%
COCC(C)NC(=O)c1cc(OC)cc(OC)c1 (stereo unspecified)	-3%	0.2%	0.2%	2.3	65	-2.8%	-4%	i	32	-8%	-1%
CN(C)C(=O)c1c([N+](=O)[O-])ncn1C	19%	0.3%	0.2%	2.8	46	4.6%	13%	i	23	-6%	-17%
COc1nc(NCCc2ccc(OC)c(OC)c2)nc(NC(C)(C)CO)n1	-5%	-0.2%	0.2%	0.3	85	1.0%	-4%	i	19	-5%	-34%
Cn1c(CNc2nc(-c3ccccc3)cs2)nnc1SCC(=O)OC1CCCCC1	-4%	0.3%	0.2%	2.7	57	0.0%	-1%	i	14	10%	21%
Cc1ccc(N(C(=O)C(F)(F)F)C(C(=O)NC2CCCCC2)c2cccs2)cc1 (stereo unspecified)	-6%	-0.1%	-0.8%	2.5	41	-0.6%	2%	i	27	7%	16%
COc1ccc(-c2ocnc2C(=O)Nc2ccc(N3CCOCC3)cc2N2CCOCC2)cc1OC	-6%	0.6%	0.5%	1.5	56	4.4%	6%	i	24	-2%	-2%
CC1CCC(CN2CCN=C2Nc2ccccc2)CC1 (stereo unspecified)	-1%	0.2%	-0.7%	22	93	-7.0%	5%	i	26	-3%	-31%[20 µM]
CC(C)Oc1ccc(C(=O)NC(=S)Nc2ccc(Cl)c(C(=O)O)c2)cc1	-8%	-0.3%	-0.1%	-0.4	61	5.3%	1%	i	53	4%	-4%
CCOC(=O)C1(CCOc2ccccc2)CCN(Cc2cc(OC)c(O)c(OC)c2)CC1	5%	-0.3%	-0.9%	0.7	67	-5.0%	8%	i	58	8%	-15%[20 µM]
O=C(c1ccc([N+](=O)[O-])cc1[N+](=O)[O-])N1CCCC1	-7%	-0.2%	0.0%	1.5	63	·	2%	i	25	-7%	-13%[20 µM]
CCCCNC(=O)c1ccc2c(c1)ncn2C1CCCCC1	-2%	-0.1%	0.9%	-0.6	38	-3.6%	9%	i	38	15%	27%
O=C1C(=O)N(C/C=C/c2ccccc2)c2ccccc21	0%	0.6%	-0.8%	4.9	87	1.7%	12%	i	37	0%	-51%
Clc1ccc(Cc2nc(-c3ccncc3)no2)cc1	·	-0.1%	-1.4%	-1.6	86	·	12%	i	64	11%	-21%[20 µM]
O=C(NCc1ccccc1)/C(=C/c1ccco1)NC(=O)c1ccco1	0%	0.1%	0.1%	0.9	44	-6.1%	0%	i	56	4%	-2%
Cc1ccc(S(=O)(=O)N2CCCOC2CNC(=O)C(=O)NCc2ccc3c(c2)OCO3)cc1 (stereo unspecified)	0%	-0.1%	-0.8%	0.5	48	-0.6%	-3%	i	38	11%	-1%
CSc1nnc(C(C)(C)C)c(=O)n1/N=C/c1ccc(C(C)C)cc1	-4%	0.5%	0.2%	7.7	49	0.9%	-20%	i	10	0%	22%
COc1ccc(S(=O)(=O)N2CCOCC2)cc1C(=O)N1CCCC1	-6%	0.3%	0.1%	0.0	51	3.4%	-13%	i	19	17%	11%
O=C(c1cc(-c2ccco2)on1)N1CCN(c2ccccc2)CC1	-6%	-0.3%	-0.3%	-1.4	94	-5.3%	-2%	i	19	8%	-2%
CCN(c1cccc(C)c1)S(=O)(=O)c1cnc[nH]1	-3%	0.0%	-0.7%	1.1	51	-1.8%	11%	i	27	-8%	8%

Next section.
SMILES	PhoP inhibition	GPR55 beta-arrestin	West Nile virus CPE	NTR1 agonist	NTR1 agonist cell count 20 µM	KOR beta-arrestin-1	GPR35 arrestin U2OS	T cell HTS	T cell HTS vesicle-bound %	GPR55 antagonists	KOR beta-arrestin-2
COc1cccc(-c2nn(C)c3sc(C(=O)NCc4ccc(C)o4)cc23)c1	8%	-0.1%	0.6%	8.3	68	2.4%	12%	i	34	5%	-22%
COC(=O)c1cc(CNC(=O)c2sccc2-c2ccccc2)ccc1OC	-4%	-0.1%	-0.8%	-0.4	97	9.6%	1%	i	15	7%	-17%
CCCNC(=O)c1ccc(OC)cc1OC	12%	0.2%	0.3%	-1.4	70	-1.7%	4%	i	55	-9%	17%
CC(C)CSc1nc2ccccc2n1CC(=O)O	6%	-0.1%	1.9%	0.7	46	·	20%	i	58	15%	-20%[20 µM]
CCCC(=O)N1CCN(c2ccc(C(=O)c3ccc(OC)c(Br)c3)cc2F)CC1	·	0.0%	·	·	·	-4.2%	-11%	·	·	-8%	5%
